FUS yeast rescue: suppressors of FUS proteinopathy in yeast. S. cerevisiae FUS-expressing, growth rescue, OD600, 24 h. Potency, µM (doses to about 76.6 µM), for the others: top-dose growth rescue (activation), most hits filed as activators. 390,000 tested, 0.24% active. AID 1347120; active = well fitted activation curve with a large enough effect; inconclusive = small, poorly fitted or top-dose-only effect; inactive = no such curve, though single readings can be large or run the other way;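 note: plate controls were DMSO vehicle for no effect and reference control for full effect; nearly all actives have a fitted effect of over 55% in size; some results filed as inactive show a strong effect at the top dose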
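FUS-expressing yeast, raffinose-pregrown, induced in 2% galactose minimal medium at OD 0.005; compounds in a dilution series, 24hr at 30C. Growth restoration read as absorbance at 600 nm. CP55940 positive control, DMSO negative.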
Numbers without * were called inactive; ? = inconclusive. Potency is the fitted concentration of half-maximal effect. Not all compounds are listed (hit frequency here may not be typical).

1	O=C(OCc1cn(Cc2ccccc2F)nn1)N1CCCC1
  FUS yeast rescue: -11%
2	COc1ccc(C(=O)NCCN2C(=O)C3C4C=CC(C4)C3C2=O)cc1OC (stereo not drawn)
  FUS yeast rescue: -25%
3	CCCCNC(=O)C[C@@H]1C(=O)N(CCc2ccc(Cl)cc2)/C2=C/CCCCC[C@@]21C(=O)OCC
  FUS yeast rescue: ?
4	COC(=O)[C@]12C[C@H](CC(=O)NCc3ccc(OC)c(OC)c3)C(=O)N(Cc3cccc4ccccc34)C1=C[C@H](C1CCCC1)O[C@@H]2C
  FUS yeast rescue: 13µM*
5	CC1CC(C)CN(C(=O)C2CCN(c3cncnc3)CC2)C1 (stereo not drawn)
  FUS yeast rescue: -4%
6	O=S(=O)(N[C@@H]1CCCC[C@H]1N1CCOCC1)c1ccc(Cl)cc1
  FUS yeast rescue: -3%
7	CC(C)(C)OC(=O)/C=C/[C@@H](CC1CCCC1)Sc1ccc(C(C)(C)C)cc1
  FUS yeast rescue: 0%
8	CCOC(=O)[C@]12CCCC=C1N(CCCOC)C(=O)[C@@H]2CC(=O)NCCCN1CCCC1=O
  FUS yeast rescue: -4%
9	COC(=O)C1CCCN(C(=O)C2CCN(S(=O)(=O)c3ccc([N+](=O)[O-])cc3)CC2)C1 (stereo not drawn)
  FUS yeast rescue: 22%
10	COC[C@H]1CCCN1c1ccc2c(c1)OCCCN(C1CC1)S2(=O)=O
  FUS yeast rescue: 3%
11	O=C(NC1CCCCN(Cc2ccc(Cl)cc2)C1=O)c1ccc(Cl)cc1Cl (stereo not drawn)
  FUS yeast rescue: ?
12	CC(C)c1cc(C(C)C)c(S(=O)(=O)N2CCCC(C(=O)NCc3cccs3)C2)c(C(C)C)c1 (stereo not drawn)
  FUS yeast rescue: -9%
13	COC(=O)[C@]12C[C@H](CC(=O)NCC3CCCCC3)C(=O)N(Cc3ccco3)C1=C[C@H](C(C)(C)C)O[C@@H]2C
  FUS yeast rescue: ?
14	COc1ccc(Cn2cc(CN3[C@@H](CC(C)C)COc4cc(Br)ccc4S3(=O)=O)nn2)cc1
  FUS yeast rescue: 5%
15	COc1cccc(Cn2ncc3c4sc(S(C)=O)cc4n(C)c3c2=O)c1 (stereo not drawn)
  FUS yeast rescue: 24%
16	Cc1ccc(-n2c(Cc3cccs3)nnc2SCC(=O)Nc2ccc(OCc3ccccc3)cc2)cc1
  FUS yeast rescue: ?
17	COc1ccc(-c2cc(C(=O)N=Nc3c(O)[nH]c4ccccc34)[nH]n2)cc1
  FUS yeast rescue: 0%
18	O=C(C1CCN(c2ncnc3c2sc2cccc(F)c23)CC1)N1CCN(C(=O)C2CCCO2)CC1 (stereo not drawn)
  FUS yeast rescue: 12%
19	O=S1(=O)c2ccc(Br)cc2OC[C@H](Cc2ccccc2)N1Cc1cn(Cc2ccc(Cl)cc2)nn1
  FUS yeast rescue: -7%
20	O=C(NCCN1CCC(Cc2ccccc2)CC1)C1CCCN(S(=O)(=O)c2ccccc2[N+](=O)[O-])C1 (stereo not drawn)
  FUS yeast rescue: 17%
21	COC(=O)[C@]12C[C@H](CC(=O)N3CCC(c4ccccc4)CC3)C(=O)N(Cc3ccco3)C1=C[C@H](C(C)C)O[C@@H]2C1CC1
  FUS yeast rescue: ?
22	CCCCOCCCNC(=O)C[C@H]1C[C@@]2(C(=O)OC)C(=C[C@H](C(C)C)O[C@@H]2C2CC2)N(CCC2=CCCCC2)C1=O
  FUS yeast rescue: ?
23	Cc1cccc(NC(=O)Nc2nc3ncccn3c2-c2ccccc2)c1
  FUS yeast rescue: -3%
24	CNC(C#Cc1ccccc1)c1ccccc1C(F)(F)F (stereo not drawn)
  FUS yeast rescue: -10%
25	COC(=O)[C@]12C[C@H](CC(=O)NCc3cccc4ccccc34)C(=O)N(CCc3ccc(OC)c(OC)c3)C1=C[C@H](COCc1ccccc1)O[C@@H]2C
  FUS yeast rescue: ?

Excerpt: entries 1–18
1	O=C(OCc1cn(Cc2ccccc2F)nn1)N1CCCC1
  FUS yeast rescue: -11%
2	COc1ccc(C(=O)NCCN2C(=O)C3C4C=CC(C4)C3C2=O)cc1OC (stereo not drawn)
  FUS yeast rescue: -25%
3	CCCCNC(=O)C[C@@H]1C(=O)N(CCc2ccc(Cl)cc2)/C2=C/CCCCC[C@@]21C(=O)OCC
  FUS yeast rescue: ?
4	COC(=O)[C@]12C[C@H](CC(=O)NCc3ccc(OC)c(OC)c3)C(=O)N(Cc3cccc4ccccc34)C1=C[C@H](C1CCCC1)O[C@@H]2C
  FUS yeast rescue: 13µM*
5	CC1CC(C)CN(C(=O)C2CCN(c3cncnc3)CC2)C1 (stereo not drawn)
  FUS yeast rescue: -4%
6	O=S(=O)(N[C@@H]1CCCC[C@H]1N1CCOCC1)c1ccc(Cl)cc1
  FUS yeast rescue: -3%
7	CC(C)(C)OC(=O)/C=C/[C@@H](CC1CCCC1)Sc1ccc(C(C)(C)C)cc1
  FUS yeast rescue: 0%
8	CCOC(=O)[C@]12CCCC=C1N(CCCOC)C(=O)[C@@H]2CC(=O)NCCCN1CCCC1=O
  FUS yeast rescue: -4%
9	COC(=O)C1CCCN(C(=O)C2CCN(S(=O)(=O)c3ccc([N+](=O)[O-])cc3)CC2)C1 (stereo not drawn)
  FUS yeast rescue: 22%
10	COC[C@H]1CCCN1c1ccc2c(c1)OCCCN(C1CC1)S2(=O)=O
  FUS yeast rescue: 3%
11	O=C(NC1CCCCN(Cc2ccc(Cl)cc2)C1=O)c1ccc(Cl)cc1Cl (stereo not drawn)
  FUS yeast rescue: ?
12	CC(C)c1cc(C(C)C)c(S(=O)(=O)N2CCCC(C(=O)NCc3cccs3)C2)c(C(C)C)c1 (stereo not drawn)
  FUS yeast rescue: -9%
13	COC(=O)[C@]12C[C@H](CC(=O)NCC3CCCCC3)C(=O)N(Cc3ccco3)C1=C[C@H](C(C)(C)C)O[C@@H]2C
  FUS yeast rescue: ?
14	COc1ccc(Cn2cc(CN3[C@@H](CC(C)C)COc4cc(Br)ccc4S3(=O)=O)nn2)cc1
  FUS yeast rescue: 5%
15	COc1cccc(Cn2ncc3c4sc(S(C)=O)cc4n(C)c3c2=O)c1 (stereo not drawn)
  FUS yeast rescue: 24%
16	Cc1ccc(-n2c(Cc3cccs3)nnc2SCC(=O)Nc2ccc(OCc3ccccc3)cc2)cc1
  FUS yeast rescue: ?
17	COc1ccc(-c2cc(C(=O)N=Nc3c(O)[nH]c4ccccc34)[nH]n2)cc1
  FUS yeast rescue: 0%
18	O=C(C1CCN(c2ncnc3c2sc2cccc(F)c23)CC1)N1CCN(C(=O)C2CCCO2)CC1 (stereo not drawn)
  FUS yeast rescue: 12%

Continued.
26	CCCC[C@H](C(=O)N(C)c1ccccc1)[C@@H](O)c1ccc(C(C)=O)cc1
  FUS yeast rescue: 11%
27	CC(=O)Oc1cc2c(s1)CCN(C(C(=O)C1CC1)c1ccccc1F)C2 (stereo not drawn)
  FUS yeast rescue: 21%
28	COC(=O)[C@]12C[C@H](CC(=O)NCCCCc3ccccc3)C(=O)N(Cc3cccc4ccccc34)C1=C[C@H](C(C)C)O[C@@H]2C1CC1
  FUS yeast rescue: ?
29	CCC[C@H]1[C@@H](N)CC[C@@]23CCCN2C(=O)CCC[C@@H]13
  FUS yeast rescue: -10%
30	CCOC(=O)[C@@]12CCCC=C1N(CCc1ccc(Cl)cc1)C(=O)[C@H]2CC(=O)NCc1ccc(OC)c(OC)c1
  FUS yeast rescue: ?
31	O=C(NN=Cc1ccco1)c1cccnc1
  FUS yeast rescue: 13%
32	COC(=O)[C@]12C[C@H](CC(=O)NCc3cccc4ccccc34)C(=O)N(Cc3cccc4ccccc34)C1=C[C@H](COCc1ccccc1)O[C@@H]2C
  FUS yeast rescue: 13%
33	Cc1cc2c(s1)c1cnn(Cc3cc(F)c(F)cc3F)c(=O)c1n2C
  FUS yeast rescue: -9%
34	COc1cccc(NC(=O)C2CCCN2C(=O)NCc2ccccc2OC)c1 (stereo not drawn)
  FUS yeast rescue: 4%
35	COC(=O)C1CCCN(C(=O)C2CCN(S(=O)(=O)c3cccc4cccnc34)CC2)C1 (stereo not drawn)
  FUS yeast rescue: 33%
36	O=C(CSc1nc2sc3c(c2c(=O)n1-c1ccc(Cl)cc1)CCC3)Nc1ccc(C(=O)O)cc1
  FUS yeast rescue: 30%
37	COC(=O)[C@@H](C)NC(=O)C(Cc1ccc2c(c1)OCO2)NC(C)=O (stereo partly drawn)
  FUS yeast rescue: -20%
38	CCOC(=O)C1=NOC(C(C)=O)(C(=O)Nc2cc(C)cc(C)c2)C1 (stereo not drawn)
  FUS yeast rescue: -8%
39	C[C@H]1[C@@H](OC(=O)NC2CCCCC2)CC[C@@]23CCCN2C(=O)CCC[C@@H]13
  FUS yeast rescue: 6%
40	Oc1ccc(/C=C/c2ccccc2F)c2cccnc12
  FUS yeast rescue: 3%
41	CC(C)C[C@@H]1COc2cc(Br)ccc2S(=O)(=O)N1Cc1cn(CCC2OCCCO2)nn1
  FUS yeast rescue: -10%
42	COC(=O)[C@]12C[C@H](CC(=O)N3CCSCC3)C(=O)N(Cc3ccco3)C1=C[C@H](C(C)C)O[C@@H]2C1CC1
  FUS yeast rescue: 18%
43	CC(=O)C1(C(=O)Nc2cc(C)cc(C)c2)CC(c2ccccn2)=NO1 (stereo not drawn)
  FUS yeast rescue: 20%
44	O=C(CSc1nc2ccccc2c(=O)n1-c1ccc(Cl)cc1)NNC(=S)Nc1ccccc1
  FUS yeast rescue: 7%
45	CCOc1ccc(-n2c(SCC(=O)Nc3ccc(S(=O)(=O)Nc4cc(C)nc(C)n4)cc3)nnc2-c2ccc(OC)cc2)cc1
  FUS yeast rescue: ?
46	O=C(CSc1nnc(-c2ccccn2)n1-c1ccc(Cl)cc1)Nc1ccc2c(c1)OCCO2
  FUS yeast rescue: 0%
47	CCOc1ccc(-c2cc(C(=O)OC)c3n(c2=O)CCC3)cc1
  FUS yeast rescue: 9%
48	CCn1c(SCC(=O)Nc2ccccc2-c2ccccc2)nnc1-c1ccc(Cl)cc1
  FUS yeast rescue: 29%
49	O=[N+]([O-])c1ccc(Cn2ccc3ccc(-c4ccc5ccn(Cc6ccccc6)c5c4)cc32)cc1
  FUS yeast rescue: ?
50	NC1=NS(=O)(=O)Nc2ccccc21
  FUS yeast rescue: -7%

Additional results.
No. | mol | FUS yeast rescue
51 | c1ccc(CNC2CCC23CCC(c2ccccc2)CC3)cc1 (stereo not drawn) | -16%
52 | O=C(Nc1c(-c2ccc(F)c(F)c2)nc2ncccn12)C1CC1 | -26%
53 | Cc1noc(C)c1NC(=O)Nc1ccc2c(c1)C(=O)N(C)[C@H]1CC[C@H](CC(=O)NCc3ccc(Cl)cc3)O[C@@H]1CO2 | 18%
54 | C[C@H](NC(=O)OCc1ccccc1)P(=O)(O)O | -9%
55 | Cc1n[nH]c(C)c1S(=O)(=O)NCCc1c[nH]c2ccccc12 | -10%
56 | COc1ccc(N2CCN(CCNS(=O)(=O)c3ccc(C(C)(C)C)cc3)CC2)cc1 | 23%
57 | COc1ccccc1N1CCN(S(=O)(=O)c2ccc3c(c2)CCC(=O)N3)CC1 | 15%
58 | COC(=O)C1CN(Cc2ccccc2)CCS(=O)(=O)N1Cc1cn(Cc2ccc(F)cc2)nn1 (stereo not drawn) | 34%

Additional entries follow.
No. | mol | FUS yeast rescue
59 | O=C(CCl)NC1CCCCN(Cc2cccc(C(F)(F)F)c2)C1=O (stereo not drawn) | -3%
60 | COC(=O)[C@]12C[C@H](CC(=O)N3CCOCC3)C(=O)N(CCC3=CCCCC3)C1=C[C@H](C(C)C)O[C@@H]2C1CC1 | 38%
61 | N[C@H]1CC[C@@H]2SC[C@@H](C(=O)O)N2C1=O | -14%
62 | O=C(CSc1nc2ccccc2nc1N1CCOCC1)N1CCN(c2cccc(C(F)(F)F)c2)CC1 | ?
63 | c1csc(-c2nnc(SCc3cccc4ccccc34)o2)c1 | ?
64 | CC(C)CN1C(=O)C[C@@]2(C(=O)N(C)c3ccc(NS(=O)(=O)C4CCCCC4)cc32)C1c1ccccc1 (stereo partly drawn) | 28%
65 | C[C@H]1[C@@H](N(C)C)CC[C@@]23CCCN2C(=O)CCC[C@@H]13 | -10%
66 | CCN(CC)C(=O)CSc1nnc(-c2ccccn2)n1C | -4%

(continued)
No. | mol | FUS yeast rescue
67 | C=Cc1ccc(C(=O)Nc2nnc(-c3cccnc3)s2)cc1 | 5%
68 | CC(C)CNS(=O)(=O)CC1NCCc2ccccc21 (stereo not drawn) | -25%
69 | C[C@H]1CCC/C=C/C(=O)c2c(O)cc(O)cc2CC(=O)O1 | -4%
70 | COc1ccc2c(c1)CCCN2C(=O)C1CCCN(S(=O)(=O)c2cc(OC)ccc2OC)C1 (stereo not drawn) | 30%
71 | CCOc1ccccc1NC(=O)c1cc2c(C)nn(-c3ccccc3)c2s1 | -1%
72 | Cc1cc2c(s1)c1cnn(Cc3cc(F)ccc3F)c(=O)c1n2C | 3%
73 | Cn1c(CNc2ccccc2F)nc2ccccc21 | 3%
74 | O=S1(=O)c2c(cccc2N2CCC[C@@H]2CO)OCCCN1C1CC1 | 11%
75 | COc1ccccc1NC(=O)OC1CCC12CCCCC2 (stereo not drawn) | -8%
76 | CC(NCc1ccco1)C(=O)N1CCCN(C)CC1 (stereo not drawn) | -8%
77 | COC(=O)[C@]12C[C@H](CC(=O)NCCCCc3ccccc3)C(=O)N(CCc3ccc(OC)c(OC)c3)C1=C[C@H](C(C)C)O[C@@H]2C1CC1 | ?

Bioassay records from PubChem BioAssay.
